Assay outcomes: PubChem, National Center for Advancing Translational Sciences (NCATS)
12-LOX inh – ALOX12 (human) lipoxygenase inhibition; purified 12hLO, xylenol orange hydroperoxide absorbance; 580,000 compounds, 1.1% hits; Potency, µM (doses to about 108 µM), without a hit: top-dose activity change, negative = inhibition, hits mostly inhibitors; P18054; note: % is set by controls: 0 for no effect and ±100 for the full control effect
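Hydroperoxide product was detected by ferrous iron/xylenol orange as the 573 to 405 nm absorbance ratio. Arachidonic acid at 40 uM (final) was turned over for 30 min at room temperature by 150 nM human 12hLO, pH 7.0 Hepes buffer, after 15 min compound preincubation.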
TrxR1 inh – rat TrxR1 inhibition; O89049; recombinant rTrxR1, NADPH fluorescence consumption, selenite substrate; Potency, µM (highest dose often 114 µM), for inactives: at the highest dose activity change, negative = inhibition, most hits filed as inhibitors; 390,000 compounds, 1% hits; AID 588453; note: % is set by controls: 0 for no effect and ±100 for the full control effect; nearly all actives have a fitted effect of over 65% in size
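Rat TrxR1 (90 nM in the dispensed reagent) was pre-reduced with 400 uM NADPH for 5 min at room temperature, then incubated with compound for 15 min. After 400 uM selenite was added, NADPH fluorescence (Ex 340/Em 450 nm) was followed for 8 min.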
ERG Ets-DNA blk – blocks human ERG Ets domain binding to DNA; 370,000 compounds, 0.028% hits; Potency, µM (doses to about 76.9 µM), inactives show at the top dose FP activity, negative = inhibition, usual class: inhibitors; P11308; fluorescence polarization, His-ERG Ets domain / labelled DNA; active = well fitted inhibition curve with a large enough effect in the polarisation, with a control signal flat; inconclusive = small, poorly fitted or top-dose-only effect, or effect the other way, or a change in a side signal; inactive = no such curve, though single readings can be large or run the other way; the % refers to the polarisation;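 note: polarization taken with two DNA probes labelled with fluorescein and Texas red; % of control where 0% means no effect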
Target sequence (P11308 whole entry, looked up, the tested form may be a part): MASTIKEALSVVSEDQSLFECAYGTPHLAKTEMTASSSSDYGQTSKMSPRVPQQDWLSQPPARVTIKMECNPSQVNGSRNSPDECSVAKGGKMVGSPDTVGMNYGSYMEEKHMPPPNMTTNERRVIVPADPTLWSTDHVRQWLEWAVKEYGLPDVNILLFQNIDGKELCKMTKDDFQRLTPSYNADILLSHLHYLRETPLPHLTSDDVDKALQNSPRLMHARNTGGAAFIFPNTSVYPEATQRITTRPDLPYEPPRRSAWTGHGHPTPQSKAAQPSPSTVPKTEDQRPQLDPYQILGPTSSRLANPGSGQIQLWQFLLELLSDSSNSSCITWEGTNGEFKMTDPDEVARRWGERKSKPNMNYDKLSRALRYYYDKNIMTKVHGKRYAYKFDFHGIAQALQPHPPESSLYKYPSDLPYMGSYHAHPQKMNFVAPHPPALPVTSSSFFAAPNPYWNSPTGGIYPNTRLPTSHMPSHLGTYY
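His-tagged ERG Ets domain (1 uM in the protein solution; 300mM KCl, 50mM Tris-HCl, 1mM EDTA, 1mM DTT, pH 7.5) received compound, then a probe mix of 5 nM fluorescein-DNA and 100nM Texas-615-DNA. Fluorescence polarization was read for both dyes.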
Tb PGK inh – blocks T. brucei phosphoglycerate kinase | P07378 | PGK/GAPDH coupled, Kinase-Glo luminescence, 60 min | Potency, µM (series often up to 57.5 µM), for the others: top-dose activity change, negative = inhibition, hits mostly inhibitors | 380,000 compounds, 0.043% hits; note: % is set by controls: 0 for no effect and ±100 for the full control effect; nearly all actives have a fitted effect of over 60% in size
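Recombinant glycosomal PGK reaction used 1,3-bisphosphoglycerate generated in-well by GAPDH (100nM final) in 100mM TEA pH 7.6, 5mM MgCl2, 0.01% Tween-20. After 60 minutes at room temperature, ATP was read by Kinase-Glo Plus luminescence end-point.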
Pin1 inhibitor – inhibitors of human Pin1; Q13526; Pin1 FP peptide displacement, HiFluor488, 10 min; Potency, µM (doses to about 115 µM), inactives show at the highest dose activity, negative = inhibition, hits mostly inhibitors; 390,000 compounds, 0.009% hits; AID 504891; active = well fitted inhibition curve with a large enough effect in the polarisation, with a control signal flat, not every such curve was filed as active; inconclusive = small, poorly fitted or top-dose-only effect, or effect the other way, or a change in a side signal; inactive = no such curve, though single readings can be large or run the other way; the % refers to the polarisation; note: % is set by controls: 0 for no effect and ±100 for the full control effect
Target sequence (Q13526 whole entry, looked up): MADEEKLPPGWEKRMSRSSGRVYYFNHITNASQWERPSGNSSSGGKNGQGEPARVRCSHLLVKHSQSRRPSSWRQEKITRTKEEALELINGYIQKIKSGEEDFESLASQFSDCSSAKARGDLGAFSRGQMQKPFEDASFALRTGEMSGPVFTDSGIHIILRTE
RGS4 inh – inhibitors of human regulator of G protein signaling 4; P49798; Transcreener GDP fluorescence polarization, RGS4-accelerated GTP hydrolysis; Potency, µM (series often up to 114 µM), for inactives: top-dose activity change, negative = inhibition, usual class: inhibitors; 390,000 compounds, 0.039% hits; AID 504845; note: % is set by controls: 0 for no effect and ±100 for the full control effect; nearly all actives have a fitted effect of over 75% in size; some results filed as inactive show a strong effect at the top dose
Target sequence (P49798 whole entry, looked up): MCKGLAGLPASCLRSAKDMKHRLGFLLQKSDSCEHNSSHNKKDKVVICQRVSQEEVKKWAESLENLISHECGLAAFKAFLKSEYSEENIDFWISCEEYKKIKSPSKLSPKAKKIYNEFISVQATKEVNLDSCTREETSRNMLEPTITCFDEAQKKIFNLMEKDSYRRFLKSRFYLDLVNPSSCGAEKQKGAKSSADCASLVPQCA
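MLSMR compounds (23 nl, pin-transferred) preincubated 10 min at room temperature with a 500nM (2x) first reagent, then RGS4 at 900nM (2x) plus Transcreener GDP mix added; fluorescence polarization (620/688 nm) read before and after 90 min at 30 °C.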
HP1b binding inh – blocks HP1-beta chromodomain binding to methylated histone tails; 390,000 compounds, 0.56% hits; AlphaScreen HP1-beta / biotin-H3K9me3 peptide binding; Potency, µM (highest dose often 114 µM), for the others: top-dose activity change, negative = inhibition, actives largely listed as inhibitors; P83916; note: nearly all actives have a fitted effect of over 70% in size; inactives centre near 23
Target sequence (P83916 whole entry, looked up): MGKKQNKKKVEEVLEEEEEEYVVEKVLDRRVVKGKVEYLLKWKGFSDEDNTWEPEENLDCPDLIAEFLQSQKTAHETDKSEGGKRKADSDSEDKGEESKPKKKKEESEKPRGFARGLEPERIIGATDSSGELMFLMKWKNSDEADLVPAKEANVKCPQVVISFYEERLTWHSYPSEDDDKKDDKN
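HP1-beta protein (50 nM final) preincubated 30 min at room temperature with biotinylated H3(1-18)K9me3 peptide (50 nM) in PBS pH 7.4, 0.01% Tween-20, then compound added for 30 min. AlphaScreen streptavidin donor/nickel chelate acceptor beads (10 ug/mL final), 30 min dark, luminescence read.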
GLS inh – glutaminase GLS (human) inhibition; O94925; GLS enzymatic activity, qHTS titration; Potency, µM (top dose mostly 45.5 µM), for inactives: at the top dose activity change, negative = inhibition, most hits filed as inhibitors; 410,000 compounds, 0.21% hits; note: % is set by controls: 0 for no effect and ±100 for the full control effect
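Enzyme dispensed in phosphate buffer (45 mM, pH 8.2, 0.02% Tween-20), compounds pinned in, then 1 mM L-glutamine solution and the glutamate oxidase–HRP–Amplex Red mix added; fluorescence read immediately and again after 30 min at room temperature.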
JMJD2A Tudor – blocks the human JMJD2A Tudor domain | Potency, µM (top dose mostly 114 µM), for the others: top-dose activity change, negative = inhibition, usual class: inhibitors | AlphaScreen JMJD2A-Tudor / H3K4me3 peptide binding | 390,000 compounds, 4.4% hits | O75164 | AID 504339; note: % is set by controls: 0 for no effect and ±100 for the full control effect; nearly all actives have a fitted effect of over 50% in size
An asterisk follows results filed as active; i = inactive; u = inconclusive; & = joins results of further samples; ! = a repeat was not active; [ ] = remark or other dose. Unless noted, calls come from the whole dose curve; as a rule, active = well fitted curve in the direction sought with a large enough effect; inconclusive = small, poorly fitted or top-dose-only effect, or another doubt; inactive = no such curve, though single readings can be large; an effect the other way counts as inactive or inconclusive. Potency is the fitted concentration of half-maximal effect. These rows are one share of the data (hit frequency here may not be typical).

12-LOX inh	TrxR1 inh	ERG Ets-DNA blk	Tb PGK inh	molecule	Pin1 inhibitor	RGS4 inh	HP1b binding inh	GLS inh	JMJD2A Tudor
-13%	16%[57.1 µM]	6%	2%	COCCn1c(=O)[nH]c(=O)c2c1nc(-c1cc(Br)c3c(c1)OCO3)n2Cc1ccccc1	u	-14%	-12%	5%	u
-28%	35%	2%	-6%	Cc1ccc(NS(=O)(=O)c2ccc(-c3cnc(C4CC4)o3)cc2)cc1	-1%	-16%	3%	-3%	u
-12%	-21%	-3%	6%	COc1ccc(C=Nc2ccc3[nH]ncc3c2)c(O)c1	8%	-21%	25%	-1%	1%
0%	9%	-2%	1%	CCOc1ccc(C(=O)NCC(=O)OCC(=O)N2C(C)CCCC2C)cc1 (stereo unspecified)	3%	27%	28%	16%	-2%
-9%	10%	-5%	1%	COC(=O)c1cc(COC(=O)c2nc3nc(C)cc(C)n3n2)oc1C	2%	9%	39%[activator]	-1%	-11%
2%	8%[57.1 µM]	-1%	-5%	COc1ccc(N(CC(=O)NC2CCCC2)C(=O)Cn2nnc(-c3ccc(C)o3)n2)cc1	1%	-4%	-8%	0%	-14%
0%	25%	5%	6%	N=C1c2ccccc2CN1NC(=O)COc1ccc(Cl)cc1	0%	19%	24%	13%	-3%
7%	1%	8%	i	O=C(COc1ccc(Cl)cc1Br)N1CCN(c2ccccc2)CC1	1%	-8%	11%	14%	-17%
22%	4%	7%	-7%	O=C1CSC(=NC2CCCCC2)N1	-1%	2%	48%[activator]	9%	-2%
0%	6%	-3%	-2%	O=C(COC(=O)Cn1nc(-c2ccccc2)oc1=O)Nc1ccc(F)cc1	-1%	-22%	6%	7%	-9%
7%	-17%	-2%	-1%	Cc1ccc(Nc2nc(CSc3nnc(-c4ccccc4C)n3C)cs2)cc1	-1%	11%	-26%	10%	79µM*
6%	11%	0%	0%	CCC(C(=O)NCc1ccccc1OC)n1nc(C)n2c(cc3sccc32)c1=O (stereo unspecified)	6%	5%	26%	-4%	-5%
u	13%	1%	i	O=C1CC(N2CCSCC2)C(=O)N1c1ccc(Br)cc1 (stereo unspecified)	-1%	-5%	54%[activator]	1%	-21%
u	8%[57.1 µM]	3%	-6%	CC[C@H](C)[C@H](NC(=O)c1ccc(Cl)cc1)C(=O)OCC(=O)c1ccc2c(c1)NC(=O)CO2	26%	-25%	29%	0%	-20%
u	79µM*	u	-6%	CCOc1cc(/C=C2\CCCc3c2nc2ccccc2c3C(=O)O)ccc1OC	u	-43%	-5%	-7%	89µM*

The last two compounds of the part before are carried over, then new ones follow.
12-LOX inh	TrxR1 inh	ERG Ets-DNA blk	Tb PGK inh	molecule	Pin1 inhibitor	RGS4 inh	HP1b binding inh	GLS inh	JMJD2A Tudor
u	8%[57.1 µM]	3%	-6%	CC[C@H](C)[C@H](NC(=O)c1ccc(Cl)cc1)C(=O)OCC(=O)c1ccc2c(c1)NC(=O)CO2	26%	-25%	29%	0%	-20%
u	79µM*	u	-6%	CCOc1cc(/C=C2\CCCc3c2nc2ccccc2c3C(=O)O)ccc1OC	u	-43%	-5%	-7%	89µM*
0%	-2%[57.1 µM]	-6%	4%	CCOC(=O)c1cc(-c2ccncc2)nc2c1c(C)nn2-c1ccccn1	u	-40%	25%	0%	-26%
u	10%	-9%	-3%	Cc1ccnn1Cc1cc(C(=O)O)c2ccccc2n1	-6%	-2%	14%	0%	3%
0%	25%	4%	0%	CCn1c(COc2ccc(=O)n(-c3ccccc3)n2)nnc1SCc1cccc(OC)c1	-2%	11%	8%	7%	3%
0%	34%[57.1 µM]	-8%	-1%	CCOC(=O)Cc1csc(NC(=O)Cc2ccc(C)cc2)n1	-2%	-22%	26%	31%[activator]	-8%
10%	15%	-4%	i	O=C(Nc1ccc(Cl)cn1)C1CCCN(c2ncnc3c2nc2n3CCCCC2)C1 (stereo unspecified)	2%	-21%	32%	-1%	-24%
-15%	59%[activator]	16%	0%	CC(=O)c1cc2c(cc1NC(=O)c1ccc(-n3nc(C)cc3C)cc1)OCO2	1%	-9%	38%	-5%	-34%
-4%	-13%[57.1 µM]	2%	i	CC(C)Oc1ccc(CNC(=O)c2ccc3c(c2)nc2n3CCCCC2)cc1	5%	1%	16%[57 µM]	5%	-18%
0%	22%	12%	-3%	O=[N+]([O-])c1ccc(Nc2ccc(F)cc2)cc1	-2%	-1%	21%	-1%	-17%
u	u	2%	2%	COc1ccc(-c2nc3oc4cc(OC)ccc4c(=O)c3c(=O)n2Cc2ccco2)cc1	u	-44%	6%	0%	-14%
u	7%[57.1 µM]	-3%	i	Cc1c(Br)c([N+](=O)[O-])nn1CCCC(=O)Nc1sc2c(c1C#N)CCC2	-5%	-38%	u	u	50µM*
-17%	9%	-5%	-11%	CC(c1nccs1)N(C)C(=O)CCc1nnc(-c2ccc(-c3ccccc3)cc2)o1 (stereo unspecified)	16%	-17%	17%	0%	-20%
-84%	41%[activator]	5%	i	Cc1cc(C)nc(NS(=O)(=O)c2ccc(NC(=O)c3ccccc3C)cc2)n1	-1%	4%	29%	4%	-16%
-22%	10%	2%	-5%	CC1(C)CC(c2nc(-c3ccccc3)cs2)CCS1 (stereo unspecified)	6%	16%	136%[activator][57 µM]	u	96%[activator]
1%	22%	-11%	-13%	COc1ccc(/C(C)=N/NC(=O)c2cc(-c3cccnc3)nc3ccccc23)cc1	-3%	-5%	29%	-9%	0%
-5%&17%	-6%	3%&-8%	-6%&-2%	COc1ccc(-c2[nH]c(-c3ccccc3)nc2SCC(=O)NC2CCCC2)cc1	0%&2%	2%&-15%	u	-14%&-6%	u
0%	-2%[57.1 µM]	1%	7%	CN1CCN(c2ccc(C(=O)c3ccc(F)cc3)cc2)CC1	-4%	6%	8%	20%	-5%
11µM*	-21%	-3%	i	O=C(Nc1ccc(N2CCCC2)cc1)c1cccc(-c2cc3ccccc3oc2=O)c1	29%	-35%	8.9µM*	0%	28µM*
u	17%[57.1 µM]	-1%	2%	Cc1ccc(NCc2ccc([N+](=O)[O-])s2)cc1	-2%	-2%	-15%	-21%	u
398%[activator]	2%	-15%	-2%	COCCn1c(SCC(=O)N2CC(C)OC(C)C2)nc2c([nH]c3ccccc32)c1=O (stereo unspecified)	4%	39%	35%	-3%	-19%
23%	11%[57.1 µM]	-10%	-6%	CC1SCC(=O)N(CC(=O)NC2CCCCC2)C1=O (stereo unspecified)	1%	2%	16%	1%	4%
u	-14%[57.1 µM]	6%	-3%	OCCNCC(O)CN1c2ccccc2Sc2ccccc21 (stereo unspecified)	-1%	22%	-13%	6%	-34%
-19%	10%	11%	1%	COc1ccc(OC)c(NC(=O)CSc2nnc(CNC(=O)c3cccs3)o2)c1	-1%	-3%	51%[activator]	-1%	-1%
-11%	71µM*!	-2%	-8%	CNC(C)C#Cc1c(-c2cc(OC)c(OC)c(OC)c2)noc1C (stereo unspecified)	-3%	-19%	6%	6%	u
u	15%	1%	2%	Cc1ccc(NC2=CC(=O)CCC2)cc1C	0%	8%	20%	23%	5%
-8%	32%	5%	-17%	COc1ccc(CCC(=O)Nc2ccc(Cl)c(S(=O)(=O)N3CCCC3)c2)cc1	15%	22%[11.4 µM]	10%	0%	-8%[11.4 µM]
u	20%	2%	1%	Cc1ccc(NC(=O)CN(C)S(=O)(=O)c2ccc3c(c2)CCC(=O)N3)c(C)c1	-1%	-6%	25%	-1%	-12%
1%	25%[57.1 µM]	-10%	-2%	Cc1c(NC(=O)C(C)n2cc([N+](=O)[O-])cn2)c(=O)n(-c2ccccc2)n1C (stereo unspecified)	1%	11%	32%	3%	-7%
-1%	10%	-3%	-6%	Nc1ccc(CNc2ncn[nH]2)cc1	-10%	-22%[11.4 µM]	-13%	35%[activator]	-6%[11.4 µM]
u	8%	0%	6%	CCCc1nc2oc3c(NCC(C)O)ncnc3c2c2c1CCCC2 (stereo unspecified)	u	26%	41%[activator]	4%	-16%
-1%	11%	12%	5%	CCn1c(COC(=O)CNC(=O)c2ccccc2F)nc2cc(S(=O)(=O)N(C)C)ccc21	5%	10%	24%	4%	-12%
9%	3%	10%	-2%	CCN(CC)C(=O)N1CCn2c(nc3ccccc32)C1	0%	-5%	19%	-5%	-14%
-27%	-10%	8%	-3%	Oc1ccc(Br)cc1-c1n[nH]c(=S)n1Cc1ccccc1	-14%	-20%	16%	u	u
-5%	-10%	-3%	0%	COc1ccc(C)c2sc(N(CCN(C)C)C(=O)c3cccc(N4C(=O)CCC4=O)c3)nc12	-5%	8%	12%	5%	-20%
u	-35%	-6%	-9%	Cc1cccn2c(=O)c3cc(C(=O)O)n(C)c3nc12	1%	2%	24%	9%	1%
-23%	5%[57.1 µM]	-8%	-3%	CCOc1cc(C(=S)N2CCN(C)CC2)ccc1OCC(=O)N1CCOCC1	1%	-12%	-9%	2%	u
i	17%[57.1 µM]	-2%	-1%	O=C(NCCc1cccs1)c1ccc(Cl)cc1	6%	12%	12%	2%	-1%
-29%	-3%[57.1 µM]	-11%	1%	O=C(/C=C1\NCC2c3ccccc3CCN2C1=O)c1ccccc1 (stereo unspecified)	17%	9%[11.4 µM]	26%	-1%	-25%[57.1 µM]
u	2%[57.1 µM]	1%	3%	CCC1C(=O)N=C(SCC(=O)Nc2nc3ccccc3s2)NC1=O (stereo unspecified)	-13%	-3%	16%	0%	-10%
